# Bioassay records deposited in PubChem by National Center for Advancing Translational Sciences (NCATS).
# AMA1 RON2 block = AMA1-RON2 (P. falciparum) interaction inhibition; Potency, µM (titrated, usually from 58.2 µM), for inactives: at the highest dose activity change, negative = inhibition, usual class: inhibitors; hit rate 0.2% among 360,000; AID 720542; AlphaScreen AMA1-biotinylated RON2 peptide binding;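 further: potency means the concentration at half of the fitted maximal effect; 0% = vehicle wells and -100% = peptide control; nearly all actives have a fitted effect of over 45% in size; some results filed as inactive show a strong effect at the top dose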
#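 AMA1 (3D7) with his tag at 25 nM final met compounds first, then biotinylated RON2 peptide at 25 nM; detection used donor plus acceptor beads, 10 µg/mL apiece, read by AlphaScreen after 30 min at room temperature.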
# HCMV inh = blocks human cytomegalovirus replication. HFF cells, HCMV-luciferase reporter, 72 h; active compounds read low. activity change, negative = inhibition, % at 57.5 µM. hit rate 4.5% among 410,000; in the data active means activity change below about -60%; inconclusive means no clear call, values can overlap the other calls; inactive means above about -39%
#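 Compounds were evaluated in HFFs infected with an HCMV luciferase reporter virus (MOI 1 PFU/cell). Luciferase in lysates collected 72 h post infection served as the replication measure.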
# AmpC no deterg = AmpC beta-lactamase inhibition without detergent; hit rate 0.52% among 330,000; AID 485341; Potency, µM (series often up to 57.1 µM), for inactives: at the highest dose activity change, negative = inhibition, actives largely listed as inhibitors; AmpC nitrocefin hydrolysis, absorbance 480 nm, 0.0001% Triton; P00811;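 further: potency means the concentration at half of the fitted maximal effect; plate controls were no compound for no effect and no enzyme for full effect; nearly all actives have a fitted effect of over 20% in size; some results filed as inactive show a strong effect at the top dose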
# Target sequence (P00811 whole entry, looked up): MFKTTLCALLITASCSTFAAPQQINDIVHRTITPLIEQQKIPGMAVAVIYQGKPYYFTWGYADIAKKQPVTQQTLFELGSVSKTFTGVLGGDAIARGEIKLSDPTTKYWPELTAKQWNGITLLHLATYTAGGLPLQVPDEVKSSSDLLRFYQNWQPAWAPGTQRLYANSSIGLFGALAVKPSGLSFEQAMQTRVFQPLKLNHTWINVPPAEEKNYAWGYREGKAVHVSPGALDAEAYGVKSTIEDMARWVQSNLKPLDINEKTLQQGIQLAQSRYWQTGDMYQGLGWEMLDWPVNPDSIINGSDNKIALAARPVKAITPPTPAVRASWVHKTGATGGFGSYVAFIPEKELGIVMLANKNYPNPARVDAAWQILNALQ
#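 AmpC (5.3 nM in the dispensed reagent) in 20 mM phosphate pH 7.0 with 0.01% (detergent screen) or 0.0001% Triton X-100 was preincubated with compounds for 15 min at room temperature. Nitrocefin was then added from an 800 uM solution, and hydrolysis was followed at 480 nm.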
# AmpC inh detg = AmpC beta-lactamase inhibition with detergent present; AmpC hydrolysis of nitrocefin, absorbance 480 nm, 0.01% Triton; hit rate 0.041% among 370,000; Potency, µM (top dose mostly 114 µM), without a hit: top-dose activity change, negative = inhibition, usual class: inhibitors; P00811; AID 485294;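 further: potency means the concentration at half of the fitted maximal effect; 0% = no-compound wells and -100% = no-enzyme wells; nearly all actives have a fitted effect of over 25% in size; some results filed as inactive show a strong effect at the top dose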
#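 AmpC (5.3 nM in the dispensed reagent) in 20 mM phosphate pH 7.0 with 0.01% (detergent screen) or 0.0001% Triton X-100 was preincubated with compounds for 15 min at room temperature. Nitrocefin was then added from an 800 uM solution, and hydrolysis was followed at 480 nm.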
# TbPYK inhibitor = blocks Trypanosoma brucei pyruvate kinase. TbPYK enzyme, Kinase-Glo Plus ATP luminescence, 45 min. AID 624173. Potency, µM (series often up to 76.8 µM), inactives show at the highest dose activity, negative = inhibition, actives largely listed as inhibitors. hit rate 0.12% among 410,000. Q57TT1; further: potency means the concentration at half of the fitted maximal effect; nearly all actives have a fitted effect of over 50% in size
#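 Enzyme and substrate buffer are dispensed first and compound is pin-transferred. ADP at 130 uM final then starts the reaction, which runs 45 min at room temperature. Detection reagent is added for 10 min before luminescence is imaged.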
# Sm TGR inh = blocks Schistosoma mansoni thioredoxin glutathione reductase; purified TGR, DTNB reduction, TNB absorbance 405 nm; Potency, µM (highest dose often 114 µM), inactives show top-dose activity change, negative = inhibition, usual class: inhibitors; AID 485364; hit rate 3% among 360,000; further: potency means the concentration at half of the fitted maximal effect; nearly all actives have a fitted effect of over 60% in size
#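 First, TGR (20 nM dispensed) and NADPH were mixed with compound. Second, a 15 min room-temperature incubation followed. Third, further NADPH and then DTNB were added to start the reaction. Finally, TNB absorbance was monitored kinetically.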
# LmPK inh = LmPK (Leishmania mexicana) enzyme inhibition. AID 1721. Q27686. hit rate 0.37% among 290,000. Potency, µM (highest dose often 57.5 µM), for inactives: top-dose activity change, negative = inhibition, usual class: inhibitors. purified LmPK, Kinase-Glo ATP luminescence, 1 h; further: potency means the concentration at half of the fitted maximal effect
# Target sequence (Q27686 whole entry, looked up): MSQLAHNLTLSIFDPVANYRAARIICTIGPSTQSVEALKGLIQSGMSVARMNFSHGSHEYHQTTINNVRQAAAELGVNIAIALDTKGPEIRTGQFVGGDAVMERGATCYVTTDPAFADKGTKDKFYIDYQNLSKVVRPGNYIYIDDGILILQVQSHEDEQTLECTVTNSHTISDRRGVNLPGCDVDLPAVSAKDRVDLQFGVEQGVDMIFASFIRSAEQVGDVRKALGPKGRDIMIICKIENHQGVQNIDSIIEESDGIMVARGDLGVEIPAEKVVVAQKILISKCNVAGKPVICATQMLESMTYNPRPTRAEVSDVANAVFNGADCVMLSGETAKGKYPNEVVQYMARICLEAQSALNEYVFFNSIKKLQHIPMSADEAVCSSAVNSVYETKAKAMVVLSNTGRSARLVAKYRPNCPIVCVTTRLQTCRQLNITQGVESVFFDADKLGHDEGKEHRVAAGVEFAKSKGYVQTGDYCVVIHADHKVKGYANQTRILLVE
#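 Purified LmPK (0.1 nM) converted ADP (0.1 mM) to ATP with PEP (0.5 mM) in imidazole buffer pH 7.2 with KCl and MgCl2, 1 h at room temperature. ATP was read by Kinase-Glo luminescence; data normalized to uninhibited and no-enzyme controls.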
# * = called active by the depositor; ? = inconclusive; . = no result given; & = joins results of further samples; [ ] = remark or other dose. Unless noted, the call rests on the fitted dose curve; in most records, active means well fitted curve in the direction sought with a large enough effect; inconclusive means small, poorly fitted or top-dose-only effect, or another doubt; inactive means no such curve, though single readings can be large; an effect the other way counts as inactive or inconclusive. Unless noted, on the % scale 0 is the no-effect control and ±100 the full control effect.
Molecule	LmPK inh	AMA1 RON2 block	TbPYK inhibitor	HCMV inh	Sm TGR inh	AmpC inh detg	AmpC no deterg
COc1ccc(NP2(=O)NCCCN2)cc1	.	-8%	5%	-30	.	.	.
COc1ccc(CN(C)C(C)C(=O)Nc2cccc3ccccc23)cc1 (centres undefined)	-2%	-9%	-6%	2	-12%	-12%	9%
O=C(O)CNc1ncccc1[N+](=O)[O-]	1%	-1%	-4%	16	11%	?	-13%
COc1ccc2cc(N=Cc3nc(-c4ccc(C)cc4)oc3O)cnc2c1	1%	8%	6%	-2	-4%	4%	-13%
CC1Cc2cc(/C(O)=C3\C(=O)C(=O)N(CCN(C)C)C3c3ccccc3F)ccc2O1 (centres undefined)	5%	9%	7%	37	-29%	-11%	-2%
COc1ccc(CC(=O)NNC(=S)NC(=O)c2cccnc2)cc1	1%	39%[activator]	-4%	23	-30%	-2%	-16%
CC1(c2ccc3c(c2)OCCCO3)NC(=O)N(CC(=O)NCCc2ccc(F)cc2)C1=O (centres undefined)	.	-6%	-4%	22	.	.	.
Cc1cc(C)n(CCC(=O)N/N=C/c2ccc(Br)c([N+](=O)[O-])c2)n1	-3%	-24%	5%	-27	-16%	1%	15%
O=c1oc2cc(OCc3c(F)cccc3Cl)ccc2cc1-c1ccccn1	-1%	14%	-3%	10	-27%	-4%	51%
Cc1cc(C)nc(NC(N)=NCCc2c[nH]c3ccccc23)n1	1%	-4%	-1%	-97*	5%	-5%	-51%
COc1cc(OC)c(NC(=O)CCCn2c(=O)oc3ccccc32)cc1Cl	0%	14%	-6%	?	-8%	0%	-10%
O=C(C=CC(=O)OC1CCCCC1)OC1CCCCC1	.	16%	-2%	-17	.	.	.
CCOc1ccc(N(C(=O)CNC(=O)c2cccs2)C(C(=O)NCC2CCCO2)c2ccc(OC)c(OC)c2)cc1 (centres undefined)	3%	-2%	-3%	?	.	5%	153%[activator]
COc1ccc(O)c(C(=O)c2cc(C#N)c(=O)n(Cc3ccccc3)c2)c1	-10%	-3%	-4%	-2	0%	-2%	-39%
COC(=O)[C@@]1(Cc2ccc(F)cc2)[C@H]2c3cc(C(=O)N(C)C)n(CCF)c3C[C@H]2CN1C(=O)c1ccccc1	.	0%	-3%	-35	.	.	.
CC(NC(=O)c1ccc2nc[nH]c2c1)c1ccccc1 (centres undefined)	-6%	22%	0%	-19	0%	-1%	-39%
O=[n+]1c2c(n([O-])c3ccccc31)CCC2	-3%	10%	-1%	.	5%	-1%	.
O=C(OCC(=O)N1CCOCC1)c1cnc(Cl)c(Cl)c1	.	-10%	-3%	1	3%	-10%	-18%
COc1ccc(C(c2sc3nc(C)nn3c2O)N2CCN(Cc3ccccc3)CC2)cc1OC (centres undefined)	0%	-8%	0%	5	1%	?	116%[activator]
CCN1C(=O)c2cccc3c(S(=O)(=O)Nc4ccc(O)c(C(=O)O)c4)ccc1c23	-6%	-6%	64%&196%[activator]	-4&-7	2%&4%	4%&21%	-7%
Oc1ccccc1C=NN=Cc1c(O)ccc2ccccc12	.	29%	4%	22	.	.	.
CC(C)[C@H](NC(=O)N1CCn2c1nc1ccccc12)C(=O)NCc1ccccc1Cl	0%	21%	0%	-23	-31%	?	82%[activator]
Cc1ccc(C(=O)CCC(=O)NC2=NCCS2)cc1	.	18%	-4%	59	1%	-2%	-17%
COc1ccc(CCC(=O)N2CCN(c3ccccc3)CC2)cc1OC	0%	4%	2%	20	4%	-1%	-3%
Cc1cc(C(=O)Nc2ccc(S(=O)(=O)Nc3nccs3)cc2)c(C)o1	-12%	-6%	-5%	13	-4%	-5%	-60%
COc1cccc(CNC(=O)CSc2cc(=O)n(C)c3ccccc23)c1	3%	21%	-5%	-6	0%	4%	2%
CCOc1ccc(Oc2nc(N(CC)CC)nc(N3CCOCC3)n2)nn1	0%	-17%	2%	84	2%	-8%	56%
CC(=O)c1sc(NC(=O)c2cnc(Cl)c(Cl)c2)nc1C	2%	11%	-6%	30	-5%	-8%	-37%
CCc1ccc(-c2nc(CN3CCC(C(=O)NCc4ccccc4OC)CC3)c(C)o2)cc1	3%	5%	.	-38	-1%	-1%	151%[activator]
COC(C[C@@H](O)[C@H](C)[C@H](O)COCc1ccccc1)OC	0%	-1%	-1%	-4	3%	2%	-13%
COc1ccc(C(=O)COC(=O)c2cncc(Br)c2)cc1	.	10%	4%	-17	-14%	?	-14%
CC(=O)Nc1ccc(S(=O)(=O)Nc2c(NC3CCCCC3)c3ccccc3oc2=O)cc1	2%	0%	-5%	-12	7%	3%	8%
CCOC(=O)[C@@H]1[C@H]2COc3cc(OC)ccc3[C@H]2N2C(=O)N(c3ccc(F)cc3)C(=O)[C@@]12C	-6%	-12%	-1%	?	10%	0%	-12%
CCSc1ncc(Cl)c(C(=O)N2CCN(c3ccc(OC)cc3)CC2)n1	.	.	1%	-13	0%	-2%	.
CCOC(=O)N1CCN(S(=O)(=O)c2cc(Br)cnc2N)CC1	4%	-8%	5%	18	-2%	-23%	-11%
Cc1cc(=O)oc2cc(Oc3ccc(C(N)=O)cc3[N+](=O)[O-])ccc12	-1%	-13%	-1%	-26	-13%	-6%	-11%
CC1(C)Cc2c(c(N3CCOCC3)nc3sc(C(=O)Nc4cccc(Cl)c4)c(N)c23)CO1	-2%	9%	?	?	-4%	-12%	-18%
Fc1ccc(-c2c[nH]c(=S)n2Cc2ccccc2)cc1	3.5µM*	50%[activator]	?	-34	-3%	6%	-24%
CCc1ccccc1NC(=S)N1CCN(c2ccccc2F)CC1	-1%	0%	0%	9	-4%	-15%	-3%
O=C(O)c1ccccc1C(=O)NCC(O)COc1ccc(Cl)cc1 (centres undefined)	2%	0%	3%	-29	1%	2%	-6%
Cc1ccc(C)c(N2CCN(C(=O)Cn3cnc4nc5c(cc4c3=O)CCCC5)CC2)c1	.	.	0%	?	5%	5%	.
COc1cc(OC)cc(C(=O)NC2CC3CCC(C2)N3C)c1 (centres undefined)	.	-2%	1%	0	-12%	0%	-25%
Cc1c(N=C2NC(=O)C(CC(=O)Nc3ccccc3)S2)c(=O)n(-c2ccccc2)n1C (centres undefined)	7%	6%	3%	34	-9%	-2%	-22%
O=C(Nc1ccc2c(c1)OCO2)c1ccc2sc([C@H]3C[C@H](O)[C@@H](CO)O3)nc2c1	.	15%	-3%	61	.	.	.
COc1ccc(OC)c(S(=O)(=O)N/N=C\c2c[nH]c3ccccc23)c1	4%	-13%	1%	12	-1%	8%	-16%
COc1ccc(S(=O)(=O)N2CCC(C(=O)NCC(c3cccs3)N(C)C)CC2)cc1 (centres undefined)	1%	16%	0%	-12	0%	0%	49%
COc1cccc(COc2nc3c(c(=O)n(C)c(=O)n3C)n2C)c1	-5%	-14%	5%	16	1%	0%	-5%
CCc1nc(CN2CCN(c3cc(C(F)(F)F)ccn3)CC2)c(C)[nH]1	1%	-9%	0%	25	-11%	-9%	0%
CC(C)CC(N)c1csc(NC(=O)Nc2ccccc2Cc2ccccc2)n1 (centres undefined)	.	58%[activator]	-2%	-35	.	.	.
COc1cccc(C(=O)CSc2nc3ccccc3n2CC(=O)N(C(C)C)C(C)C)c1	4%	10%	5%	-21	0%	-5%	-10%
CN(c1ccccc1)S(=O)(=O)c1ccc(NC(=O)c2nc(S(C)(=O)=O)ncc2Cl)cc1	-14%	4%	30%&28%[activator]	-111*	1.3µM*	2%&1%	-10%
O=C(NC1(C(F)(F)F)NC(=O)N(Cc2ccccc2)C1=O)c1cccs1 (centres undefined)	.	1%	2%	7	.	.	.
OC(c1ccncc1)(c1ccc(F)cc1)c1ccc(F)cc1	-1%	3%	-9%	-19	6%	-1%	-3%
C#CCOCCOCCOCCNc1nc(N2CCN(C(=O)[C@H](CCC(=O)O)n3cc(C(N)CO)nn3)CC2)nc(N2CCN(C(=O)[C@H](CCC(=O)O)n3cc(C(N)CO)nn3)CC2)n1 (some centres undefined)	-2%	.	.	.	?	3%	81%[activator]
CC(=O)c1ccc(S(=O)(=O)Nc2ccc(-c3ccc(N4CCCCC4)nn3)cc2)cc1	.	.	-12%	43	-6%	4%	.
CCCNC(=O)C1(C)CCCN(Cc2ccccc2N(C)C)C1 (centres undefined)	.	6%	-7%	14	.	.	.

# New compounds follow
Molecule	LmPK inh	AMA1 RON2 block	TbPYK inhibitor	HCMV inh	Sm TGR inh	AmpC inh detg	AmpC no deterg
CCOC(=O)N1CCN(C(=O)C2CCC(=O)N2C(C)C)CC1 (centres undefined)	-1%	7%	0%	-2	4%	?	-15%
CNC(=O)C1CCN(Cc2cc3ccccc3n2Cc2cccc(C)c2)CC1	.	.	-2%	-10	2%	-2%	.
C/C(=N\NC(=O)C1CCCC1)c1ccc(Cl)c(Cl)c1	-1%	-12%	-6%	24	-4%	1%	-7%
NS(=O)(=O)c1ccc(NC(=S)NCc2cccc(Cl)c2)cc1	2%	-11%	-7%	?	?	-6%	-32%
CCOC(=O)CN1C(=O)CSc2ccc(S(=O)(=O)N3CCOCC3)cc21	1%	8%	-7%	-3	-12%	-2%	11%
Cc1ccc(-n2nnnc2SCC(=O)N2CCc3ccccc3C2)cc1	6%	-7%	-1%	32	-18%	-9%	-21%
Cc1ccc(-n2c(CSc3nc(C)cc(C)n3)nnc2SCC(=O)N2CCCC2)cc1	0%	2%	-4%	-12	-9%	-12%	47%
N#CCCNc1ccc(OCCC#N)cc1	2%	14%	-5%	37	-2%	?	-11%
Cc1ccc(C(=O)Nc2ccc(C(=O)OCc3cc(=O)n4nc(C5CC5)sc4n3)cc2)cc1	.	.	8%	-16	6%	8%	.
O=C(NCCCN1CCN(c2ccccc2F)CC1)c1cc2c(Cl)nc3ccccc3c2s1	.	.	3%	-6	3%	1%	.

# In another format: results already given
# Order of results – LmPK inh | AMA1 RON2 block | TbPYK inhibitor | HCMV inh | Sm TGR inh | AmpC inh detg | AmpC no deterg
> Cc1ccc(C(=O)Nc2ccc(C(=O)OCc3cc(=O)n4nc(C5CC5)sc4n3)cc2)cc1
→ . | . | 8% | -16 | 6% | 8% | .
> O=C(NCCCN1CCN(c2ccccc2F)CC1)c1cc2c(Cl)nc3ccccc3c2s1
→ . | . | 3% | -6 | 3% | 1% | .
